NSD2 inh: blocks human histone methyltransferase NSD2; AID 743445; inhibition, % at 12.5 µM; 310,000 tested, 0.54% active; NSD2 peptide methylation, AlphaScreen, 120 min; in the data active = inhibition above about 50%
Target sequence (O96028 whole entry, looked up): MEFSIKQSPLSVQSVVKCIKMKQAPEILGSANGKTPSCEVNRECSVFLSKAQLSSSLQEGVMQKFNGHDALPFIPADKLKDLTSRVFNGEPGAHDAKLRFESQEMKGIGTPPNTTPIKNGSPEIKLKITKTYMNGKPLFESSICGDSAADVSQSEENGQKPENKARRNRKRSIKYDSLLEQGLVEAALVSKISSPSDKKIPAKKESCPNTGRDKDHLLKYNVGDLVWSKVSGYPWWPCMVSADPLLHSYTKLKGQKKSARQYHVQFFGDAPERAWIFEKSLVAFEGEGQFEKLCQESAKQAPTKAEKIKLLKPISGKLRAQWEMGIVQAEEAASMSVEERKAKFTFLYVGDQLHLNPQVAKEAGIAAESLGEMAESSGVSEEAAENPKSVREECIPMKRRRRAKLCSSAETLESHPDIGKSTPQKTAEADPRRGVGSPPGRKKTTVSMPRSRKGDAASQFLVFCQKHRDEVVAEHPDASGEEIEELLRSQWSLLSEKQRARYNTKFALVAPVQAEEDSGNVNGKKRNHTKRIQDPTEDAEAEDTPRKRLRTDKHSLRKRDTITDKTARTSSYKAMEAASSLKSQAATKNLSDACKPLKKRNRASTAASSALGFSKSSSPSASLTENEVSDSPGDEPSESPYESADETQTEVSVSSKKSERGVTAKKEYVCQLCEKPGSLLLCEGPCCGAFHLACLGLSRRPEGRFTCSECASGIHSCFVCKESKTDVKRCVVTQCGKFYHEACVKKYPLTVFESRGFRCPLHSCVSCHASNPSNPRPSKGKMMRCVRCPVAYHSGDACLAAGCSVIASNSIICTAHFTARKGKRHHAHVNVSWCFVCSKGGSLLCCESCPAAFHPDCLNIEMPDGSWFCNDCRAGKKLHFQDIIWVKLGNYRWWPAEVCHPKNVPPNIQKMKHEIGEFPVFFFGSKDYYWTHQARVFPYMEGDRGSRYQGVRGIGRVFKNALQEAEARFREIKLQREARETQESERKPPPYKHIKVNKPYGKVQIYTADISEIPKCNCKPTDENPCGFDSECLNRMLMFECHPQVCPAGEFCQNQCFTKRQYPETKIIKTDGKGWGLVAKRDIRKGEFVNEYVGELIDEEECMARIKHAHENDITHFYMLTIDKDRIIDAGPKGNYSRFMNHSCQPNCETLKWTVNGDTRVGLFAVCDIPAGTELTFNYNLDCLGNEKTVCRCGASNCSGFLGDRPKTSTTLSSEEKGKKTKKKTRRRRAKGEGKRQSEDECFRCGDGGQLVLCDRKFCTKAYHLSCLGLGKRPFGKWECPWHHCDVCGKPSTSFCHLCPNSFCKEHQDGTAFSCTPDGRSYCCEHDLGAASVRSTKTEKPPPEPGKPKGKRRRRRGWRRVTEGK
Active calls of the source: *. This is a subset; rates above refer to the full screens.

SMILES,NSD2 inh
CC1(C(=O)NS(=O)(=O)c2cccc(C#N)c2)CCN1C(=O)C1(c2ccc(Cl)cc2)CCC1 (stereo unspecified),-1
CC(C)Oc1cc(F)ccc1-c1cc(C(=O)NCc2cccs2)[nH]n1,-14
O=C1c2[nH]c3ccccc3c2CC1N1C(=O)c2ccccc2C1=O (stereo unspecified),0
CCN(CC)S(=O)(=O)c1ccc(OC)c(NC(=O)c2cc([N+](=O)[O-])ccc2N2CCOCC2)c1,0
CC(C)c1ccc(CC(=O)N2CCC2(C)C(=O)Nc2ccc3c(c2)OCCO3)cc1 (stereo unspecified),1
COc1cccc(N2CCN(CC(=O)NCc3ccccc3C)CC2)c1,0
Cc1nc(C(F)(F)F)ccc1C(=O)N1CCC1(C)C(=O)NS(=O)(=O)c1ccc2ccccc2c1 (stereo unspecified),25
Cc1onc(-c2c(Cl)cccc2Cl)c1C(=O)c1ccc(F)cc1,-4
O=C(O)c1ccc(CNC(=O)C2CCN(S(=O)(=O)c3ccc4c(c3)OCCO4)CC2)cc1,-5
COc1ccc(C(=O)CN2C(=O)c3ccccc3C2=O)cc1,0
CCN1C(=O)C2(C(C(=O)c3ccc(C)o3)=C(O)C(=O)N2CCCN(C)C)c2ccccc21 (stereo unspecified),-3
COc1ccc(CCN(Cc2cccs2)S(=O)(=O)c2ccccc2)cc1OC,0
CN(Cc1ccc2nsnc2c1)C(=O)C1CCC(=O)N(CCc2ccccc2)C1 (stereo unspecified),1
Cc1nn(C)cc1CN(C)C(=O)C1CCC(=O)N(CCc2cccc(F)c2)C1 (stereo unspecified),-2
Cn1ncc([N+](=O)[O-])c1C(=O)Nc1cc(Cl)ccc1Cl,1
CCN(CC)c1ncc(C#N)c(N)n1,0
O=C(NCC(F)(F)F)c1csc([C@@H]2O[C@H](CO)[C@H](O)[C@H](O)[C@H]2O)n1,1
CCCCn1c(=O)c(CCC(=O)OCC(=O)Nc2ccc(C)c(Cl)c2)nc2ccccc21,1
O=C(NC(c1ccc(Cl)cc1)c1cnccn1)C1CCN(Cc2ccc(Oc3ccccc3)cc2)CC1 (stereo unspecified),-1
O=[N+]([O-])c1ccccc1NS(=O)(=O)c1ccccc1,1

Retrieved one by one from the entries so far (two):
SMILES,NSD2 inh
COc1cccc(N2CCN(CC(=O)NCc3ccccc3C)CC2)c1,0
COc1ccc(CCN(Cc2cccs2)S(=O)(=O)c2ccccc2)cc1OC,0

Further structures
SMILES,NSD2 inh
CC(C)CNC(=O)OCc1cn(Cc2c(F)cccc2F)nn1,-2
Cc1ccc(F)cc1C(=O)N1CCOCC1c1cc(C(=O)NCc2ccccc2)no1 (stereo unspecified),0
Cn1cccc1C(=O)N1CCN(S(=O)(=O)c2ccc(C(C)(C)C)cc2)CC1,-1
CC(C)(C)c1ccc(C(O)c2ncc(-c3cccc(F)c3)[nH]2)cc1 (stereo unspecified),3
C=CCC1(CC=C)CCCN1C(=O)c1ccc2oc(CCCC)nc2c1,-12
COc1cccc(C(NC(C)=O)c2nc(-c3ccc(F)cc3OC)cs2)c1 (stereo unspecified),0
Cc1nc(C(=O)N2CCCC(N3CCN(c4ccc(F)cc4)CC3)C2)cs1 (stereo unspecified),-1
CC1(C(=O)NCc2ccccc2Br)CCN1C(=O)Cc1ccc(-c2ccccc2)cc1 (stereo unspecified),-4
COc1ccc(CN2CCC(CNC(=O)Nc3ccc(Cl)cc3)CC2)cc1,-4
CN(C(=O)c1ccc(Cl)cc1)c1ccc(OCC(=O)Nc2cc(C(=O)O)ccc2Cl)cc1,7
Cc1cccc(C)c1NC(=O)C1(C)CN(S(C)(=O)=O)CC(=O)N1Cc1ccco1 (stereo unspecified),-1
CC(=O)Nc1ccc(-c2ccnc3c2CC(C)(C(=O)NCc2ccc(N(C)C)cc2)O3)cc1 (stereo unspecified),9
Cc1ccc(-c2cnc(C(O)c3ccc(Cl)c(Cl)c3)[nH]2)cc1 (stereo unspecified),-3
O=C(C(=NNc1ccccc1)C(=S)Nc1ccccc1)c1ccccc1,-1
COC(=O)c1cnc(Nc2nc(C(N)Cc3ccc(OC)cc3)cs2)nc1C(F)(F)F (stereo unspecified),1
CSc1ncc(Cl)c(C(=O)Nc2sc3c(c2C(=O)NCc2ccco2)CCCC3)n1,-3
CC(C)c1ccc(Nc2ncc3c(n2)CCN(C(=O)Nc2ccc(F)c(Cl)c2)C3)cc1,-2
CCc1nc2c(OCC(=O)N3CCOCC3)cccn2c1N(C)C(=O)COc1ccccc1,-3
Cc1ccc(-n2c(SCC(=O)c3ccccc3Cl)nnc2-c2cnccn2)cc1,-3
CCCC(=O)Nc1nnc([C@H]2C[C@H](O)[C@@H](CO)O2)s1,-2

Among those listed so far, two contain a COOH group.
SMILES,NSD2 inh
O=C(O)c1ccc(CNC(=O)C2CCN(S(=O)(=O)c3ccc4c(c3)OCCO4)CC2)cc1,-5
CN(C(=O)c1ccc(Cl)cc1)c1ccc(OCC(=O)Nc2cc(C(=O)O)ccc2Cl)cc1,7

(cont.)
SMILES,NSD2 inh
O=C(C=CC=Cc1ccccc1)c1ccc([N+](=O)[O-])cc1,-3
CSC(=Cc1ccc(C(=O)c2ccc(C)cc2)n1C)S(C)=O (stereo unspecified),4
O=C(c1ccc(CS(=O)c2ccc(Br)cc2)o1)N1CCN(C2CCCCC2)CC1 (stereo unspecified),0
COc1ccccc1C(=O)NNC(=O)c1cc2ccccc2cc1O,-6
COc1ccc(NC(=O)C(=O)N/N=C\c2ccc(CNC(=O)C(=O)Nc3ccc(C)c(C)c3)o2)c(OC)c1,3
Cc1ccc(Cl)cc1NC(=O)N(C)CCOC(=O)Nc1cccc(Cl)c1,-3
C=C(C)CN1C(=O)C(C)SC1=NN=C1SCC(=O)N1C (stereo unspecified),-1
Cc1ccccc1C(c1ncccc1C)N(C)C(=O)C1CCN(CCOc2ccc(Cl)cc2Cl)CC1 (stereo unspecified),11
COc1ccc(-c2nnc(SCc3cccc(F)c3)n2-c2ccccc2)cc1,-2
NC(Cc1ccc(F)cc1)c1csc(Nc2cc(NCc3ccco3)ncn2)n1 (stereo unspecified),1
CCOC(=O)c1cccc(OS(=O)(=O)Cc2ccccc2)c1,0
CC(C)OCCCNC1=C(Cl)C(=O)c2ccccc2C1=O,38
O=C(NCc1ccco1)C1Cc2c(-c3ccccc3Oc3ccccc3)ccnc2O1 (stereo unspecified),1
CC(C)C(C(=O)O)N1C(=O)C2C3CCC(C3)C2C1=O (stereo unspecified),0
COc1ccc(CN(CCN2CCOCC2)C(=O)c2cccc(F)c2)cc1OC,-3
CCOc1ccc(-n2c(COc3ccccc3)nnc2SCC(=O)Nc2ccc(OCc3ccccc3)cc2)cc1,-1
CN(C(=O)c1cn(C)c2ccccc12)c1ccc(Oc2cccnc2)cc1,-1
CC(C)NC(=O)c1ccc(-n2c(=S)[nH]c3ccccc3c2=O)cc1,-3
COCCNC(=O)c1cccc2c(-c3ccnn3C)coc12,-7
Cc1c(Br)cccc1NC(=O)C1(C)CCN1Cc1ccc(OC(C)C)cc1 (stereo unspecified),-1

Continuation.
SMILES,NSD2 inh
N#Cc1cnn(-c2ccccc2)c1NC(=O)CN1CCN(c2ccccc2)CC1,2
CCCCNC(=O)c1ccc2nc(CC)c(N(CC)CCN(C)C)n2c1,2
CN(c1ccccc1)S(=O)(=O)c1ccc(C(=O)NCc2cccnc2)cc1,1
CC(C)N(Cc1ccccc1)C(=S)Nc1ccccc1F,-4
COC(=O)C1=C(C)N(C)C(=NCc2cccc(C(F)(F)F)c2)NC1c1ccccc1C(F)(F)F (stereo unspecified),-2
CC(C)(C)C(=O)CSc1nnc(SCc2cccc3ccccc23)s1,-1
COc1cc(OC)c(/C=N/NC(=O)c2ccc(Cn3nc([N+](=O)[O-])cc3C)cc2)c(OC)c1,5
CCc1nc2ccc(C(=O)Nc3cccc(OCC(=O)N(C)C)c3)cn2c1N(CCN(C)C)CC1CC1,1
Nc1c(C(=O)Nc2ccc(Cl)c(Cl)c2)sc2nc(-c3cccnc3)ccc12,-4
Cc1[nH]ccc2cc3nc4ccccc4c3cc12,-5
CC1CCCC(NC(=O)CSc2nnc(-c3cccnc3)o2)C1C (stereo unspecified),-2
Cc1cc(C)c(C(=O)COC(=O)c2cccc(S(=O)(=O)N3CCOCC3)c2)cc1C,-4
O=C(CNS(=O)(=O)c1cccs1)N1CCN(c2ncccn2)CC1,-7
O=C(NCC1CCCO1)c1ccc2c(c1)N(Cc1ccc(Cl)cc1)CCS2 (stereo unspecified),-1
Cc1nc2ccc(Cl)cn2c1[N+](=O)[O-],-2
O=C1CC2(CCCC2)C(=O)N1CN1CCN(S(=O)(=O)c2cc(F)ccc2F)CC1,0
COc1ccccc1C(c1c(N)n(C)c(=O)n(C)c1=O)C(C)[N+](=O)[O-] (stereo unspecified),-2
O=C(c1cc(C2CCCCN2S(=O)(=O)Cc2ccccc2)on1)N1CCOCC1 (stereo unspecified),-2
CCc1noc(C)c1C(=O)N1CCN(c2ccc([N+](=O)[O-])cc2)CC1,1
CC1(C)CC(=O)C(C=NCC2CCN(C(=S)Nc3ccccc3)CC2)=C(O)C1,18

(listing goes on)
SMILES,NSD2 inh
Cn1cc(Br)c(C(=O)Nc2sc3c(c2C#N)CCC3)n1,20
O=C(NCc1ccco1)c1ccc2sc([C@@H]3O[C@H](CO)[C@H](O)[C@H](O)[C@H]3O)nc2c1,3
COc1ccc2c(c1)CCCN2C(=O)C1CCCN(S(=O)(=O)c2ccccc2)C1 (stereo unspecified),0
COc1ccc(/C=N/NC(=O)c2ccn[nH]2)cc1Cn1nc(C)c([N+](=O)[O-])c1C,-1
CCNC(=O)C1(C)CCCN1C(=O)c1ccc(C#N)cc1 (stereo unspecified),-4
CCNC(=O)C1(C)CCN1C(=O)CCc1cccc(Cl)c1 (stereo unspecified),-9
O=C(c1ccc2ccccc2c1)c1cccc(F)c1C(=O)O,3
CC(=O)Cc1cc2cc([N+](=O)[O-])ccc2oc1=O,0
COCCCNc1ccn2nc(-c3cc(OC)c(OC)c(OC)c3)cc2n1,2
O=C(NCc1ccco1)c1ccc(OC2CCN(Cc3ccccn3)CC2)cc1,0
CCOC(=O)c1oc2ccccc2c1COC(=O)CNC(=O)c1ccccc1F,-5
Cc1ccc(C)c(NC(=O)Cn2c(=O)n(-c3ccc(CC(=O)NCC4CCCO4)cc3)c(=O)c3ccccc32)c1 (stereo unspecified),2
COc1ccc(C(C)(NC(C)=O)c2nc(-c3cccnc3)cs2)cc1 (stereo unspecified),1
CC(C)(C)c1ccc(C(=O)N2CCC2(C)C(=O)Nc2cnc3ccccc3c2)cc1 (stereo unspecified),1
COc1ccc(NC(=O)COC(=O)c2ccc(S(=O)(=O)N3CC(C)CC(C)C3)cc2)cc1OC (stereo unspecified),0
COc1ccc(Cl)cc1Nc1cc(C)nc2ncnn12,0
Cc1nc(SCC(=O)NC2CCCC2)c2oc3ccccc3c2n1,0
CCn1c(CN2CCC(C)CC2)nc2cc(S(=O)(=O)N3CCCCC3)ccc21,4
COc1cccc(-c2cc3nc(Nc4ccc(OC)c(OC)c4)n(C)c(=O)c3s2)c1,0
COc1cccc(C=NN(C)c2c([N+](=O)[O-])cc(C(F)(F)F)cc2[N+](=O)[O-])c1O,10

More results.
SMILES,NSD2 inh
Cc1ccccc1CC1S/C(=N/N=C/c2ccco2)NC1=O (stereo unspecified),-1
CC(=O)N1CCc2cc(S(=O)(=O)NCCC(=O)NCc3ccc(Cl)cc3)ccc21,-3
COc1cc(-c2cnc3c(NC=O)cc(-c4ccsc4)cn23)cc(OC)c1OC,-1
COC(=O)Cc1ccc(OC2(C)CCN(Cc3csc4ccccc34)C2)cc1 (stereo unspecified),-1
COc1cccc(CC(=O)N(Cc2ccccc2)c2ccccc2C(=O)Nc2cc(OC)ccc2OC)c1,3
O=C(CSc1nnc(-c2cccnc2)n1Cc1ccco1)Nc1ccc(Cl)cc1,0
COc1ccc(OC)c(NC(=O)O[C@@H]2CC[C@@]34CCCN3C(=O)CCC[C@H]4C2)c1,0
Cc1ccc(-n2c(SCC(=O)Nc3ccccc3-c3ccccc3)nnc2-c2ccccc2)cc1,7
COc1cc(OC)nc(C(NC(=O)C2CCN(Cc3ccc(N(C)C)cc3)CC2)c2ccc(F)cc2)n1 (stereo unspecified),0
Cc1cccc(NC(=O)C2CCN(c3nnc(-n4cccc4)s3)CC2)c1C,1
Cc1nn(-c2ccccc2)c2sc(C(=O)NC3CCCc4ccccc43)cc12 (stereo unspecified),1
OC(c1ccc(F)cc1)c1nc(-c2ccc(F)c(Cl)c2)cs1 (stereo unspecified),-3
COc1ccccc1-c1cc(NC=O)c2ncc(-c3cccc(C(=O)N(C)C)c3)n2c1,2
O=P(C(=S)Nc1ccccc1Cl)(c1ccccc1)c1ccccc1,0
COc1cccc(CNC(=O)C2(C)CCCN2C(=O)C(C)C)c1 (stereo unspecified),-4
O=C(Nc1nnc([C@@H]2O[C@H](CO)[C@@H](O)[C@H]2O)s1)Nc1cccc2c1CCCC2,-1
CC(=O)/C(=N\Nc1ccccc1)Oc1ccc(Br)cc1,0
Nn1c(SCC(=O)Nc2nccs2)nnc1-c1cc(-c2ccc(Cl)cc2)n[nH]1,0

Structures shown so far containing a cyano group (5):
SMILES,NSD2 inh
CC1(C(=O)NS(=O)(=O)c2cccc(C#N)c2)CCN1C(=O)C1(c2ccc(Cl)cc2)CCC1 (stereo unspecified),-1
CCN(CC)c1ncc(C#N)c(N)n1,0
N#Cc1cnn(-c2ccccc2)c1NC(=O)CN1CCN(c2ccccc2)CC1,2
Cn1cc(Br)c(C(=O)Nc2sc3c(c2C#N)CCC3)n1,20
CCNC(=O)C1(C)CCCN1C(=O)c1ccc(C#N)cc1 (stereo unspecified),-4

Assay outcomes (PubChem)
